pCIP destab: compounds decreasing mouse p/CIP protein stability. Q05BA5. F442A p/CIP-EGFP cells, EGFP fluorescence, 16 h. decrease of EGFP signal, % at 10 µM. actives 0.01% (n = 290,000). AID 1984;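 active means EGFP signal decrease of at least 30% at 10 µM or well 3 SD below plate mean, unless failing retest; inactive means the rest, including hits failing retest or dose response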; further: some compounds called inactive have numbers as strong as hits; many of its hits are not listed in these tables
Target sequence (Q05BA5 1-1403): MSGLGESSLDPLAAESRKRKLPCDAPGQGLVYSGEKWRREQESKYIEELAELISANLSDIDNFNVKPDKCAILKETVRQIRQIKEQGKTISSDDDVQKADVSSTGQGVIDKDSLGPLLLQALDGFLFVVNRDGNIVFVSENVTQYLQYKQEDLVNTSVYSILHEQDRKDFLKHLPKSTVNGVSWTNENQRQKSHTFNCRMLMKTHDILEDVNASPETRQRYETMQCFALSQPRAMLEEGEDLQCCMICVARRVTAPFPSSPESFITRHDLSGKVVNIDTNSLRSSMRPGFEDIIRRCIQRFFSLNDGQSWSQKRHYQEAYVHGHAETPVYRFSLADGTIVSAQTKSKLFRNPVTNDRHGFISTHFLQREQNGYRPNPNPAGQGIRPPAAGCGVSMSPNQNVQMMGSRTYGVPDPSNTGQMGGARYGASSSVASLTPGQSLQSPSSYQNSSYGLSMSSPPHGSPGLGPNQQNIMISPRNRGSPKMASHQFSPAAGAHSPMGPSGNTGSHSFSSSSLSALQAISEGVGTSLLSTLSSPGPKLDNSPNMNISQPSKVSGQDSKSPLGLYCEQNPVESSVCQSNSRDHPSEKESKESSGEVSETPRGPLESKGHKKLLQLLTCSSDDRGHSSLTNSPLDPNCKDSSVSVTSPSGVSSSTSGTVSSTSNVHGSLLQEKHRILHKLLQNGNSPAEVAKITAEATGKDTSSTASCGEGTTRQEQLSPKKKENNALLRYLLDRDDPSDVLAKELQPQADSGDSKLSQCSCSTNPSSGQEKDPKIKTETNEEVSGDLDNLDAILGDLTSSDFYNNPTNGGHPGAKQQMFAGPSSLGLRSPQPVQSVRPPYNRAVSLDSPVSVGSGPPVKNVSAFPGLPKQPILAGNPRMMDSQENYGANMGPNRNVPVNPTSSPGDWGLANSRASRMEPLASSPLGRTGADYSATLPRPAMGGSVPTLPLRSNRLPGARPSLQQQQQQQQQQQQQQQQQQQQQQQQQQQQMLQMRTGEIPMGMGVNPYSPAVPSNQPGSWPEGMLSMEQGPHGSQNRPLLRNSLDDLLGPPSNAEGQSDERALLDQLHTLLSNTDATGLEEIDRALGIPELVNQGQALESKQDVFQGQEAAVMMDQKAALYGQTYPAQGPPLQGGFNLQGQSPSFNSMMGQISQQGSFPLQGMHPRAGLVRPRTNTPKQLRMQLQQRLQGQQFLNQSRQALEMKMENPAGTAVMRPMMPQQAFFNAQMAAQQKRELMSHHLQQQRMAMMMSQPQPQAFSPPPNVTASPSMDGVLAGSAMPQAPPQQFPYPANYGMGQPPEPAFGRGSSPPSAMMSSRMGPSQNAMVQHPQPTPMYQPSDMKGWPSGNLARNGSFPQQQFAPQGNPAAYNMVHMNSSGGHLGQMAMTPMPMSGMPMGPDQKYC
IMP-1 inhibitor: blocks Pseudomonas aeruginosa IMP-1 metallo-beta-lactamase; actives 0.45% (n = 290,000); purified IMP-1, nitrocefin hydrolysis, epi-absorbance fluorescence; inhibition, % at 5.6 µM;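 active means inhibition above the mean plus 3 SD of all compounds in the same screening run, cut at about 4.5% in these data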;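 further: 0% = IMP-1 with DMSO and 100% = DMSO wells lacking enzyme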
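system = purified recombinant IMP-1 beta-lactamase | amount = 0.2 nM IMP-1, as dispensed | medium = HEPES buffer pH 7.1 with ZnSO4 and Brij 35 | times = 25 °C, 15 min preincubation, 25 min reaction | detection = plate fluorescence quenching by hydrolysis product, ex 480/em 530 nm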
NALP1 inh: NALP1 inhibition. S. cerevisiae NALP1/ASC/caspase-1 growth, X-gal OD620, 72 h. inhibition, % at 10 µM. actives 0.61% (n = 280,000). AID 2071; in the data active means inhibition mostly above about 24%, no sharp cut-off; inactive means mostly below about 32%; further: some compounds called inactive have numbers as strong as hits
VIM-2 inhibitor: blocks Pseudomonas aeruginosa VIM-2 metallo-beta-lactamase; purified VIM-2, nitrocefin hydrolysis, epi-absorbance fluorescence; inhibition, % at 5.6 µM; AID 1527; actives 0.89% (n = 290,000);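 active means inhibition above the mean of all tested compounds plus 3 SD, cutoff set per screening run, cut at about 7.5% in these data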;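 further: red hydrolysis product quenches plate fluorescence so inhibitors raise well fluorescence; 0% = enzyme with DMSO and 100% = DMSO without enzyme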
GPR7 antag: antagonists of human GPR7 (neuropeptides B/W receptor 1); inhibition, % at 4.4 µM; GPR7-expressing cells, fluorescence antagonist assay; actives 1.1% (n = 290,000); AID 1861; in the data active means inhibition above about 16%, passing the limit was not always enough;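 further: cells stimulated with the agonist NPW; 0% = agonist with vehicle and 100% = vehicle without agonist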
PfM18AAP inh: PfM18AAP enzyme inhibition; actives 1.2% (n = 290,000); inhibition, % at 7.35 µM; recombinant PfM18AAP, H-Glu-NHMec fluorogenic cleavage;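 active means inhibition above the campaign mean inhibition over all tested compounds plus 3 SD, cut at about 28% in these data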;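 further: 0% = plate median of test compound wells and 100% = 2 mM ZnCl2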
IDE inh: inhibitors of human insulin-degrading enzyme in cells. actives 0.41% (n = 320,000). AID 434962. inhibition, % at 5.59 µM. HEK cells, FAbetaB cleavage, fluorescence polarization. P14735;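 active means percent inhibition above the average of all tested compounds plus 3 SD, set per screening campaign, cut at about 16% in these data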;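 further: IDE supplied by intact live HEK cells; FP after avidin binding of uncleaved biotin substrate so inhibition keeps polarization high; 0% = DMSO wells and 100% = 60 µM reference IDE inhibitor Ii1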
PHOSPHO1 inh: blocks human PHOSPHO1 phosphatase activity. inhibition, % at 13.3 µM. actives 1.1% (n = 290,000). AID 1565. recombinant PHOSPHO1, absorbance phosphatase assay; in the data active means inhibition above about 60%
IDE act: IDE (human) activation, cell-based | activation, % at 5.96 µM | P14735 | HEK cells, FAbeta-B cleavage, fluorescence polarization; 0% vehicle, 100% cell-free pure enzyme wells | actives 0.073% (n = 340,000);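 active means activation above the mean of all tested compounds plus 3 SD, set per screening campaign, cut at about 17% in these data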
* hit, by the source's call; . = not tested or not shown. Compounds as they come. Share with any hit: about 5.3%.

no.	smiles	pCIP destab	IMP-1 inhibitor	NALP1 inh	VIM-2 inhibitor	GPR7 antag	PfM18AAP inh	IDE inh	PHOSPHO1 inh	IDE act
1	COc1cc(C(=O)NCC(c2ccco2)N(C)C)cc(OC)c1OC (stereo unspecified)	-10	-2.2	19	-2.3	-7	6	4	-6	0
2	COc1ccccc1NC(=O)CCNS(=O)(=O)c1ccc2[nH]c(=O)oc2c1	1	-3.8	12	-4.3	-15	0	6	17	1
3	O=C(CCC1CCCN(C(=O)c2ccc3cc[nH]c3c2)C1)N1CCN(c2ccccn2)CC1 (stereo unspecified)	-11	0.2	5	-2.4	6	-5	0	50	-2
4	CC(C)n1cnc2c(NCc3ccccc3)nc(NCc3ccccc3)nc21	-1	.	.	.	.	.	-1	22	4
5	CCCC1CC(CSC(=N)N)OC1=O (stereo unspecified)	-1	1.2	14	-1.1	-13	-2	7	6	1
6	CCOC(=O)C1CCCN(C(=O)c2cc(-c3ccccc3)nc3ccccc23)C1 (stereo unspecified)	7	-0.8	6	0.1	-10	-13	7	2	2
7	O=C(/C=C\c1ccco1)NC(=S)Nc1ccccc1O	-12	0.0	-6	-2.4	-1	20	0	24	9
8	COc1cc(SC)ccc1C(=O)NCCOc1ccc(C)c(C)c1	3	-1.4	15	-0.8	-1	-1	5	-3	-2
9	O=C(NCc1ccc(Cl)cc1)C1CCN(S(=O)(=O)c2cccs2)CC1	23	-4.3	4	-3.9	-2	1	7	24	0
10	N=c1c(C(=O)NCc2ccco2)cc2c(=O)n3ccccc3nc2n1Cc1ccccc1	-12	-3.6	11	1.5	-13	22	7	-51	-4
11	Cc1c(C(=O)O)oc2ccc(S(=O)(=O)NC3CCCCCCC3)cc12	-4	-5.0	12	-2.9	7	0	4	-3	-1
12	COc1cccc(/C=N/NC(=O)Cn2cnc3c2c(=O)n(C)c(=O)n3C)c1	-2	-1.6	-20	-2.2	3	0	0	-5	.
13	CC(=O)c1cccc(NC(=O)CSc2nnc(C(C)N(C)C)n2Cc2ccccc2)c1 (stereo unspecified)	-5	-2.3	12	-1.9	4	-2	-1	24	-2
14	O=C(C1CCN(C2CC(=O)N(c3cccc(Cl)c3)C2=O)CC1)N1CCCC1 (stereo unspecified)	-1	-2.7	0	1.1	-23	-71	-1	2	-1
15	CCCn1nc(NS(=O)(=O)c2cccc3nonc23)c2cc3cccc(C)c3nc21	-4	1.6	-6	-0.9	-4	-6	-1	37	-1
16	Cc1ccc2c(c1)c1c(n2CC2COC(C)(C)O2)C(=O)CCC1 (stereo unspecified)	-4	-5.1	21	-1.8	6	-7	-4	9	-1
17	COc1ccc(C(=O)N2CCCCC2)cc1S(=O)(=O)Nc1cccc(C(=O)O)c1	-3	-2.4	-3	-3.0	-10	-1	0	-18	2
18	COc1ccc(Cc2nnc(NC(=O)CS(=O)(=O)c3ccc(C)cc3)s2)cc1OC	-8	-3.4	-1	-0.8	-5	3	6	37	-5
19	COc1ccccc1NC(=S)NNC(=O)c1nn(C)cc1Cl	-2	-4.2	-44	-4.3	-10	21	-5	72*	-2
20	COC(=O)c1sccc1NC(=O)Nc1ccc(C)c(C)c1	-6	-0.9	0	-0.5	-14	-9	.	37	-1
21	COc1ccc(OC)c(NC(=O)NNC(=O)COc2ccc(F)cc2F)c1	-5	-0.8	-2	-4.2	-14	2	8	18	4
22	O=C1N=C(N2CCCCC2)S/C1=C/C1=Cc2ccccc2OC1	-6	0.3	36	1.2	-7	4	2	17	7
23	Cc1cc(-c2sccc2C)nc(-n2cccc2)n1	-14	-0.3	7	-0.9	-6	-13	1	24	-3
24	COc1cccc(C(=O)NC(C)c2ccc(Br)cc2)c1 (stereo unspecified)	-2	-4.0	26	-4.8	-6	6	0	2	6
25	O=[N+]([O-])c1ccc(-c2nnc(CNC3CCCC3)o2)cc1	37	-2.5	-14	-1.7	-4	2	-1	4	3
26	CCOc1ccc(CCNc2nc3c(c(=O)n(C)c(=O)n3C)n2CC)cc1OCC	-11	-1.4	9	-2.7	-5	1	3	7	4
27	CS(=O)(=O)N(CC(=O)NCc1ccncc1)c1ccc(F)c(Cl)c1	4	0.4	-15	0.1	-3	-9	-3	6	5
28	COc1cc(C2C(C#N)=C(N)N(Nc3ccccc3)C3=C2C(=O)CC(C)(C)C3)ccc1OCc1ccccc1 (stereo unspecified)	-10	-3.0	10	-4.4	4	-9	0	-5	4
29	CCN(CC)C(=O)Cn1nc(-c2ccc(Cl)cc2)c2ccccc2c1=O	-4	-2.0	30	-1.6	9	-9	2	38	1
30	COc1ccc(C2(CNC(=O)c3ccc(N)cc3)CCCC2)cc1	-2	-3.6	42*	-2.6	-4	-1	5	8	2
31	N#C/C(=C\c1ccc(N2CCCC2)c([N+](=O)[O-])c1)c1nc2ccccc2[nH]1	-19	-3.0	10	-2.6	1	-14	13	-16	-2
32	CCN(CC(=O)N1CCCCCC1)S(=O)(=O)c1ccc(Cl)cc1	-9	-0.5	9	2.1	-4	-10	4	-31	4
33	Cc1c(N=Cc2ccccn2)c(=O)n(-c2ccccc2)n1C	0	2.7	-26	-0.6	3	-8	-2	8	-5
34	CCCn1c(=O)c2c(c3ccccc31)OC(C)C(=O)N2 (stereo unspecified)	5	-2.2	13	-1.2	-3	2	2	4	2
35	O=S(=O)(c1ccc(NC(=S)NCc2ccco2)cc1)N1CCCCC1	-3	-3.0	3	-5.1	-4	7	-6	51	6
36	Cc1cc(C)cc(N(CC(=O)Nc2ccccc2C(=O)N2CCOCC2)S(C)(=O)=O)c1	-3	-2.2	20	-2.9	-7	6	2	4	3
37	O=C(CCN1CCCCC1)Nc1ccccc1	14	-2.1	6	-2.1	2	-12	-5	38	9
38	N#CC1=C2SCN(Cc3ccccc3)CN2C(=O)CC1c1ccccc1F (stereo unspecified)	-5	-2.0	-21	0.4	-4	26	-3	83*	-4
39	C=CCOc1ccc(/C(O)=C2\C(=O)C(=O)N(CCN(C)C)C2c2cccs2)cc1 (stereo unspecified)	-20	-1.1	-19	-1.9	3	6	5	11	6
40	CCN1CCN(C(=O)C2CCN(c3nnc(C)c4c(C)n(-c5ccc(C)cc5)nc34)CC2)CC1	-11	1.0	17	9.1*	-10	4	7	24	2
41	CC(=O)c1ccc(OC(=O)/C=C/c2ccccc2)cc1	-2	-1.6	5	-2.0	6	0	-1	25	1
42	CCOP(=O)(OCC)/C(=N/OC(=O)c1ccccc1C)C(N)=O	0	-1.5	31	-4.7	-6	2	-5	-5	0
43	Cc1ccccc1NC(=S)NC12CN3CN(CN(C3)C1)C2	3	-3.8	0	-2.9	-16	1	-3	9	6
44	O=C(O)Cn1cccc1C(=O)c1ccccc1	-8	-2.5	-6	33*	-11	-1	-4	-5	-3
45	Cc1cc(-c2nc3ccccc3c(=O)o2)ccc1[N+](=O)[O-]	-13	-3.7	5	0.9	-2	-5	8	-11	-6
46	CC(=O)Nc1nnc(SCC(=O)N2C(C)CCCC2C)s1 (stereo unspecified)	0	-1.6	18	-2.9	1	-3	4	15	2
47	CCOC(=O)c1c(C)c(-c2ccccc2)n(CC(=O)N2CCCC2)c1C	4	-1.5	-40	-3.6	-6	-4	2	0	-3
48	Cc1nnc2ccc(-c3ccc(NC(=O)c4cccnc4Cl)cc3)nn12	8	-1.6	-4	3.5	7	-7	2	1	-1
49	O=C(Cn1cnc2ccccc2c1=O)c1ccc2c(c1)OCCO2	-6	-0.6	6	-1.8	-8	10	-1	27	11
50	Cc1ccc(Cl)cc1NC(=O)CSc1sc2c(O)cc(=O)[nH]c2c1C#N	-4	-1.0	12	0.6	-13	8	-1	2	1
51	Cc1cc(NS(=O)(=O)c2ccc(NC(NC(=O)C(C(F)(F)F)C(F)(F)F)(C(F)(F)F)C(F)(F)F)cc2)no1	0	-5.4	1	-4.2	-1	1	.	-7	5
52	N#CC1=C(N)C(C#N)(C#N)[C@H](c2ccoc2)[C@H]2CN(Cc3ccccc3)CC=C12	-21	1.3	11	3.0	-8	16	7	-13	-5
53	CCN(CC)C(=O)Cn1cc(C(=O)C(=O)NCc2ccccn2)c2ccccc21	2	-0.5	14	1.1	-6	-5	0	26	3
54	C=CCCCCCCCCc1nc(=S)[nH][nH]1	1	-1.3	-5	-7.5	-3	-27	2	60*	-23
55	O=C(O)C1C2C=CC(C2)C1C(=O)NCc1ccco1 (stereo unspecified)	2	-1.3	-2	-2.0	-14	-1	-2	-1	4
56	COc1ccc(OC)c(CN2CCN(Cc3cc(=O)oc4cc(O)ccc34)CC2)c1	7	-1.6	8	-0.3	-4	-2	-2	10	-3
57	CCN(CC)CCCN1C(=O)C(O)=C(C(=O)c2cccs2)C1c1ccccn1 (stereo unspecified)	.	0.5	.	0.1	-7	-5	.	.	.
58	O=C(C1CCCN(Cc2ccc(Br)cc2)C1)N1CCCCC1 (stereo unspecified)	-10	0.1	27	0.5	-5	-10	3	28	-2
59	Cc1sc2ncnc(Sc3ccccc3C(=O)O)c2c1C	14	-2.1	18	6.5	-4	4	-1	0	2
60	COc1ccc(Nc2nc(N)c([N+](=O)[O-])c(N3CCOCC3)n2)cc1	-2	-2.3	-9	-1.2	-17	2	7	-10	2

Shown with the structure last: 2 of the compounds above
entry	pCIP destab	IMP-1 inhibitor	NALP1 inh	VIM-2 inhibitor	GPR7 antag	PfM18AAP inh	IDE inh	PHOSPHO1 inh	IDE act	SMILES
53	2	-0.5	14	1.1	-6	-5	0	26	3	CCN(CC)C(=O)Cn1cc(C(=O)C(=O)NCc2ccccn2)c2ccccc21
56	7	-1.6	8	-0.3	-4	-2	-2	10	-3	COc1ccc(OC)c(CN2CCN(Cc3cc(=O)oc4cc(O)ccc34)CC2)c1

Additional entries follow.
no.	smiles	pCIP destab	IMP-1 inhibitor	NALP1 inh	VIM-2 inhibitor	GPR7 antag	PfM18AAP inh	IDE inh	PHOSPHO1 inh	IDE act
61	CCNC(=O)Cc1ccc(NS(=O)(=O)c2ccc(F)cc2)cc1	2	-2.3	20	-3.2	-8	-10	-5	-7	4
62	Cc1cccc(C)c1NC(=O)C1CCCN1C(=O)OC(C)(C)C (stereo unspecified)	-15	-2.4	8	-2.4	-9	2	5	15	-2
63	O=C(Nc1ccncc1)c1ccc2c(c1)S(=O)(=O)c1ccccc1C2=O	-4	-0.6	-5	-1.9	-10	-8	4	29	-2
64	Cc1sc(NC(=S)NC(=O)c2ccco2)c(C#N)c1C	4	-1.9	-1	-1.3	-10	24	-2	-50	1
65	Cc1csc(-c2cnn(-c3ccccc3)c2NC(=O)c2cccc(C(F)(F)F)c2)n1	6	-6.3	10	0.6	-6	7	3	-11	3
66	CCOC(=O)C1(Cc2ccc(Cl)cc2)CCN(C(=O)c2cscn2)CC1	-19	-1.6	6	-0.7	-1	-3	-3	41	5
67	O=C(Nc1ccc2c(c1)nc1n2CCN(Cc2ccccc2)C1)c1cccs1	-9	-2.1	38	-0.9	7	-3	11	-6	-1
68	O=C(Nc1ccccc1)c1ccc(NC2CCCCC2)c(S(=O)(=O)N2CCOCC2)c1	-3	-3.1	10	-0.3	2	0	13	9	3
69	CCOC(=O)c1cnc2ccc(OCC)cc2c1NCc1ccccc1OC	-8	-4.2	13	-3.0	3	2	1	10	0
70	COC(=O)c1ccc2c(=O)n(CCN3CCOCC3)c(SCC(=O)NCc3ccccc3)nc2c1	3	-2.7	19	-0.8	-22	0	7	-8	3
71	CCOC(=O)CC(=O)Nc1ccccc1C(=O)O	2	-3.6	-4	-2.7	-10	5	-5	1	0

Source: PubChem (several laboratories)
